Screening results from PubChem BioAssay.
TDP1 block – TDP1 (human) enzyme inhibition. AID 485290. Q9NUW8. Potency, µM (top dose mostly 130 µM), for the others: at the top dose activity change, negative = inhibition, most hits filed as inhibitors. recombinant TDP1, AlphaScreen DNA substrate cleavage. 350,000 tested, 0.28% active; further: nearly all actives have a fitted effect of over 40% in size
Target sequence (Q9NUW8 whole entry, looked up): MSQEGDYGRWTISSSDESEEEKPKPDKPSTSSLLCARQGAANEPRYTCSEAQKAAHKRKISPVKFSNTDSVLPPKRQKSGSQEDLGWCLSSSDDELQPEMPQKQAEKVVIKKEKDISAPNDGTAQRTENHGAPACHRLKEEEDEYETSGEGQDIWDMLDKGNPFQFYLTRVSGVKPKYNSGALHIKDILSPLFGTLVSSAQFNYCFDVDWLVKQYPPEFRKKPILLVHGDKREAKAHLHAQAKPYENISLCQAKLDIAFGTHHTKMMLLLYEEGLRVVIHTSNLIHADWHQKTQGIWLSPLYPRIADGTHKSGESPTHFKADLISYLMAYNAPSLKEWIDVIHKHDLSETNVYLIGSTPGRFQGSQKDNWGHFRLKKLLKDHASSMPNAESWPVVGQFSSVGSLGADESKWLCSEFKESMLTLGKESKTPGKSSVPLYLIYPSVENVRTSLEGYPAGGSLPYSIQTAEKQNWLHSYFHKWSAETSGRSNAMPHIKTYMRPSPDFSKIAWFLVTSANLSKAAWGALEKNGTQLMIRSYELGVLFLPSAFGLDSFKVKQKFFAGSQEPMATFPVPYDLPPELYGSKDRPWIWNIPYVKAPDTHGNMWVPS
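E. coli-derived human Tdp1, 1 nM final. Cpd preinc 15 min RT; substrate 15 nM final, 5 min RT; AS bead mix 10 ug/ml final, 10 min RT. Signal loss = tyrosine-FITC cleavage. No-enzyme wells = max signal.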
DT40 TDP1 CPT – DT40-hTDP1 cell growth loss with CPT. chicken DT40 Tdp1-/-;hTDP1 cells + 20 nM CPT, ATP luminescence, 48 h. Potency, µM (highest dose often 46.2 µM), for inactives: at the top dose activity change, negative = growth inhibition, hits mostly inhibitors. 420,000 tested, 12% active; further: nearly all actives have a fitted effect of over 55% in size
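Chicken DT40 Tdp1-/- cells stably complemented with human TDP1 were seeded at 400 cells/well in medium containing 20 nM camptothecin, exposed to pin-transferred compounds, and grown at 37 °C for at least 48 hr. Viability was read as ATP luminescence.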
TDP1 cell noCPT – qHTS for Inhibitors of human tyrosyl-DNA phosphodiesterase 1 (TDP1): qHTS in cells in absence of CPT | DT40 Tdp1-/- hTDP1 cells, no CPT, ATP luminescence, 48 h | Potency, µM (titrated, usually from 46.2 µM), for the others: top-dose activity change, negative = growth inhibition, actives largely listed as inhibitors | 420,000 tested, 15% active | AID 686978, 2013; further: nearly all actives have a fitted effect of over 55% in size
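Luminescent ATP content (CellTiter-Glo) served as the growth readout. Knockout chicken DT40 cells expressing human TDP1 were exposed to compounds without camptothecin for a minimum 48 hr at 37 °C.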
Starred values were filed as active, the others as inactive; ? = inconclusive; · = not tested or not shown; & = joins results of further samples; [ ] = dose if it differs, or a comment. The call rests on the fitted dose curve; in most records, active means well fitted curve in the direction sought with a large enough effect; inconclusive means small, poorly fitted or top-dose-only effect, or another doubt; inactive means no such curve, though single readings can be large; an effect the other way counts as inactive or inconclusive. On the % scale 0 is the no-effect control and ±100 the full control effect; potency means the concentration at half of the fitted maximal effect.

The opening 19 compounds, to show the layout:
SMILES	TDP1 block	DT40 TDP1 CPT	TDP1 cell noCPT
O=C(COC(=O)c1ccc(Br)o1)Nc1ccc(F)cc1[N+](=O)[O-]	3%	5%	3%
O=C(CCCCCn1c(=O)[nH]c2ccsc2c1=O)N1CCCCC1	2%	-15%	-14%
O=C(O)c1ccc(C(=O)c2cc([N+](=O)[O-])cc([N+](=O)[O-])c2)cc1	·	-23%	-15%
S=C(NCc1ccc2c(c1)OCO2)NCc1ccc2c(c1)OCO2	6%	3%	-9%
CCN(c1ccccc1)S(=O)(=O)c1ccc(Cl)c(NC(=O)COC(=O)c2cccc(OC)c2O)c1	-2%	?	18µM*
Cc1nc(NS(=O)(=O)c2ccccc2)sc1C(=O)NNS(=O)(=O)c1ccccc1	1%	-2%	3%
O=C1c2ccccc2C(=O)C1c1ccc2ccccc2n1	-3%&-6%&-8%	6.3µM*	26µM*
O=[N+]([O-])c1ccc(S(=O)(=O)Nc2nnc(C3CCCCC3)s2)cc1	-3%	-25%	-27%
O=C(Cn1c2ccccc2c2nc3n(c(=O)c21)CCS3)Nc1ccccc1	-4%	21µM*	?
CCCn1nnnc1NCc1ccccc1F	·	14%	0%
O=C(Nc1cc(S(=O)(=O)N2CCOCC2)ccc1N1CCOCC1)c1cc2c(s1)CCC2	·	-1%	23µM*
COc1ccc(N(C(C)C(=O)N/N=C/c2cc(Br)c(C)o2)S(C)(=O)=O)cc1 (stereo not given)	1%	-15%	13%
O=C(Cc1ccc(NC(=O)C2CCN(C(=O)C3CCCCC3)CC2)cc1)Nc1cccc(C(=O)N2CCCCC2)c1	·	-13%	-25%
CS(=O)(=O)N1CCC(Oc2ccccc2C(=O)NC(C2CC2)C2CC2)CC1	4%	11%	-22%
CCn1c(O)c(/C=C2\C=NN=C2c2ccc(C)cc2)sc1=S	8%	0%	-19%
Cc1ccc(NC(=O)N2CCN3CCCCC3C2)cc1F (stereo not given)	6%	1%	1%
CCOC(=O)C1=NNC(=O)C1	·	17%	2%
CCn1ncc(NC(=O)Nc2cccc(C(F)(F)F)c2)c1C(N)=O	3%	-16%	-27%
O=C(CN1CCCCCC1)N/N=C/c1ccc(Cl)c(Cl)c1	-1%	-5%	-4%

Main list, repeating the preview:
SMILES	TDP1 block	DT40 TDP1 CPT	TDP1 cell noCPT
O=C(COC(=O)c1ccc(Br)o1)Nc1ccc(F)cc1[N+](=O)[O-]	3%	5%	3%
O=C(CCCCCn1c(=O)[nH]c2ccsc2c1=O)N1CCCCC1	2%	-15%	-14%
O=C(O)c1ccc(C(=O)c2cc([N+](=O)[O-])cc([N+](=O)[O-])c2)cc1	·	-23%	-15%
S=C(NCc1ccc2c(c1)OCO2)NCc1ccc2c(c1)OCO2	6%	3%	-9%
CCN(c1ccccc1)S(=O)(=O)c1ccc(Cl)c(NC(=O)COC(=O)c2cccc(OC)c2O)c1	-2%	?	18µM*
Cc1nc(NS(=O)(=O)c2ccccc2)sc1C(=O)NNS(=O)(=O)c1ccccc1	1%	-2%	3%
O=C1c2ccccc2C(=O)C1c1ccc2ccccc2n1	-3%&-6%&-8%	6.3µM*	26µM*
O=[N+]([O-])c1ccc(S(=O)(=O)Nc2nnc(C3CCCCC3)s2)cc1	-3%	-25%	-27%
O=C(Cn1c2ccccc2c2nc3n(c(=O)c21)CCS3)Nc1ccccc1	-4%	21µM*	?
CCCn1nnnc1NCc1ccccc1F	·	14%	0%
O=C(Nc1cc(S(=O)(=O)N2CCOCC2)ccc1N1CCOCC1)c1cc2c(s1)CCC2	·	-1%	23µM*
COc1ccc(N(C(C)C(=O)N/N=C/c2cc(Br)c(C)o2)S(C)(=O)=O)cc1 (stereo not given)	1%	-15%	13%
O=C(Cc1ccc(NC(=O)C2CCN(C(=O)C3CCCCC3)CC2)cc1)Nc1cccc(C(=O)N2CCCCC2)c1	·	-13%	-25%
CS(=O)(=O)N1CCC(Oc2ccccc2C(=O)NC(C2CC2)C2CC2)CC1	4%	11%	-22%
CCn1c(O)c(/C=C2\C=NN=C2c2ccc(C)cc2)sc1=S	8%	0%	-19%
Cc1ccc(NC(=O)N2CCN3CCCCC3C2)cc1F (stereo not given)	6%	1%	1%
CCOC(=O)C1=NNC(=O)C1	·	17%	2%
CCn1ncc(NC(=O)Nc2cccc(C(F)(F)F)c2)c1C(N)=O	3%	-16%	-27%
O=C(CN1CCCCCC1)N/N=C/c1ccc(Cl)c(Cl)c1	-1%	-5%	-4%
O=C(COC(=O)/C=C/c1cccc([N+](=O)[O-])c1)Nc1cccnc1Cl	-3%	2%	-23%
CCN(CC)CCNC(=O)CCc1c(C)nc2c(c(C)nn2-c2ccc(C)cc2)c1C	·	21µM*	13µM*
N#Cc1c(N2CCCC2)nsc1-c1ccccc1	·	-3%	-13%
COc1cc(S(=O)(=O)Nc2cccc(C)c2)ccc1NC(=O)c1ccncc1	8%	?	13µM*
CCc1ccc(-n2c(=O)c3c4c(sc3n(CC(=O)N3CCCCC3CC)c2=O)CCC4)cc1 (stereo not given)	1%	?	?
CC(OC(=O)CNC(=O)c1ccc(Br)cc1)C(=O)NC1CCCCC1C (stereo not given)	2%	-20%	?
CCOc1ccc(NS(=O)(=O)c2ccc(Cl)c(N=Nc3c(O)[nH]c(=S)[nH]c3=O)c2)cc1Br	·	-10%	?
COc1ccc(-c2nc(Cn3c(SCc4cccc(F)c4)nc4ccncc43)c(C)o2)cc1OC	12%	?	?
Cc1ccc(-c2nc(C#N)c(NCc3ccco3)o2)cc1	7%	-20%	?
CN(C)CCCNc1oc(-c2ccc(Cl)cc2)nc1S(=O)(=O)c1ccccc1	5%	15µM*	16µM*
O=C(Nc1ccc(Cl)cc1)Nc1nc(-c2ccccc2O)cs1	-4%	5.2µM*	4.6µM*
COc1cc(OC)cc(-c2c(C#Cc3ccsc3)c3cc(-c4ccc(OC)nc4)ccc3n2C)c1	0%	-22%	?
CCN1C(=O)c2ccccc2Sc2ccc(NC(C)=O)cc21	4%	1%	-2%
CC(C)CCN1CCC(CN2C(=S)NC[C@@H]2Cc2ccccc2)CC1	·	7%	0%
CCN1CCN(S(=O)(=O)c2ccc(Cl)c(C(=O)NC3CCCCC3)c2)CC1	4%	?	-8%
O=C1c2ccccc2NC(c2cccc(O)c2)N1O (stereo not given)	·	1%	15%
COc1ccc(Cl)cc1N(C(=O)c1ccco1)C(C(=O)NC1CCCC1)c1ccco1 (stereo not given)	10%	6%	-28%
CCN(CC)c1ccc(/C=C/c2sc3ccccc3[n+]2CCCCI)cc1	·	0.63µM*	0.45µM*
O=C(NCCN1CCOCC1)/C(=C\c1ccc(Br)cc1)NC(=O)c1cccs1	-5%	9%	0%
S=C(NCCc1c[nH]c2ccccc12)NC1CCCC1	4%	33%[activator]	-6%
CCc1ccc(C(=O)C[N+]2(C)CCOCC2)cc1	·	-7%	-8%
CCN(CC)c1nc(C)c(C(=S)Nc2cc([N+](=O)[O-])ccc2Cl)s1	3%	1%	-19%
CCC(c1nnnn1Cc1ccc(F)cc1)N1CCN(C2CCCCC2)CC1 (stereo not given)	4%	?	?
CCC(C)C(NC(=O)c1ccccc1)C(=O)N1CCN(C(=O)c2ccccc2)CC1 (stereo not given)	·	?	?
N#CCCN(C(=S)Nc1ccc(Cl)c(Cl)c1)C1CCCCC1	·	-11%	?
Cc1cnc(CNc2ncncc2-c2cccnc2)cn1	·	-6%	0%
Cc1ccccc1NC(=O)CN1C(=O)N/C(=C\c2ccccc2OCc2ccc(C(=O)O)cc2)C1=O	3%[0.0935 µM]	2%	1%
O=C1c2cnc3nc(SCc4cccc(Cl)c4)nn3c2CC2c3ccccc3CCN12 (stereo not given)	0%	15µM*	21µM*
S=C1NC[C@H](Cc2ccccc2)N1CCc1cccc2ccccc12	·	-12%	?
CCc1ccc(NC(=O)CSC2=Nc3ccccc3C3=NC(CCC(=O)NCc4ccccc4OC)C(=O)N23)cc1 (stereo not given)	1%	-1%	-6%
CC(C)c1ccc(C2Sc3ccccc3NC3=C2C(=O)c2ccccc23)cc1 (stereo not given)	·	16µM*	16µM*
Cc1ccc(S(=O)(=O)N2CCN(C(=O)COC(=O)CSc3ccc(C)c(C)c3)CC2)c(C)c1	-13%	5%	-6%
O=C(CN1C(=O)c2ccccc2C1=O)Nc1cccc(Cl)c1	·	-17%	-8%
Cc1n[nH]c(=S)n1Cc1ccccc1	·	0%	21%
Cc1ccc([N+](=O)[O-])cc1S(=O)(=O)N1CCCN(C)CC1	·	?	-2%
CNC(=O)c1cccc(NC(=O)c2cc(-c3ccccc3)nc3c2cnn3C(C)C)c1	2%	?	?
CS(=O)(=O)c1ccccc1C(=O)Nc1cc(Cl)ccc1-n1cncn1	0%[0.505 µM]	-5%	0%
c1cn2cc(CSC3CCCCC3)nc2s1	11%	-17%	-12%
Cc1cc(C(=O)N/N=C2\CC(=O)c3ccccc32)c(C)n1-c1ccccc1	8%	-13%	?
Cc1nn(C)c(C)c1CN(C)S(=O)(=O)c1ccc2ccccc2c1	-12%[56.1 µM]	2.2µM*	1.3µM*
CCOc1nc(Nc2ccc([N+](=O)[O-])cc2)nc(NC(C)(C)C)n1	3%	7%	-8%
The results go on:
SMILES	TDP1 block	DT40 TDP1 CPT	TDP1 cell noCPT
Cc1cccc(NC(=O)C(=O)N/N=C/c2ccncc2)c1	3%	-23%	-17%
COc1ccc(NC(=O)Nc2cc(C(=O)O)ccc2N2CC3CC(C2)c2cccc(=O)n2C3)c(OC)c1 (stereo not given)	9%	4%	3%
CNS(=O)(=O)c1cccc(C(=O)OCC(=O)NC(C)CCc2ccccc2)c1 (stereo not given)	·	-8%	-19%
COc1ccc(NC(=O)CCc2ccccc2)cc1NC(=O)c1ccco1	3%	-1%	-17%
CCOC(=O)c1c(NC(=O)c2cc(=O)c3c(C)cc(C)cc3o2)sc(C(C)=O)c1C	9%	9%	-21%
COc1ccc(CCNC(=O)COC(=O)c2ccco2)cc1OC	0%	-6%	-1%
CCOC(=O)C(=O)N(C)c1c(CC)nc2c(OCc3ccc(OC(F)F)cc3)cccn12	·	?	-46%
O=C(N/N=C/c1ccc(Sc2ccccn2)o1)c1cc2ccccc2cc1O	8%	-4%	-3%
C=CCn1c(SC(C)C#N)nc2ccccc2c1=O (stereo not given)	1%	0%	?
COc1ccccc1N1CCN(C(=O)c2cnn(-c3ccc(F)cc3F)c2C2CCNCC2)CC1	5%	-28%	18µM*
O=C1c2ccccc2C(=O)N1Nc1ccccc1	4%	-4%	-1%
COC(=O)C1CCN(C(=O)CSc2ccccc2)CC1	2%	-16%	?
COCC(C)n1c(SCC(=O)Nc2sccc2C(N)=O)nc2ccccc2c1=O (stereo not given)	1%	21µM*	7.3µM*
NC(=O)C1=C[C@H](c2coc3ccccc3c2=O)C[C@H](OCCCCO)O1	6%	-27%	-2%
O=C(CN1CCN(c2ccc(O)cc2)CC1)Nc1cc(S(=O)(=O)N2CCOCC2)ccc1Cl	0%	?	13µM*
CCCC(=O)N1CCC1(C)C(=O)NS(=O)(=O)c1ccc(F)cc1F (stereo not given)	·	-7%	-2%
Fc1cccc(NCc2cccn2-c2nnc(N3CCOCC3)s2)c1	2%	?	?
COc1cccc(N/C=C/C(=O)c2ccc(OC)c(OC)c2)c1	3%	?	?
CCCCCOc1ccc(C(=O)CCC(=O)Nc2ccc(NC(C)=O)cc2)cc1	·	-6%	-2%
NC(=O)c1cc(S(=O)(=O)NCCc2ccccc2)cs1	1%	-2%	-9%
CCc1ccc(NC(=O)N(Cc2ccco2)C(C)c2cccs2)cc1 (stereo not given)	7%	?	?
Cc1c(/C=N\NC(=O)C2(C)CC2(Cl)Cl)cnn1C (stereo not given)	5%	-13%	0%
COc1ccc(C(=O)c2cn(CC(=O)Nc3ccc4c(c3)OCCO4)c3ccc(OC)cc3c2=O)cc1	·	21µM*	?
COc1ccc(CNc2nc(-c3ccc(OC)cc3)cc(C(F)(F)F)n2)cc1	-6%	13µM*	5.8µM*
COc1ccc(CCNC(=O)c2cc(CC(C)C)on2)cc1OC	10%	?	16µM*
COc1ccc(N(CC(=O)Nc2cc(C)ccc2C)S(=O)(=O)c2ccccc2[N+](=O)[O-])c(OC)c1	3%	?	12µM*
Cc1ccc2[nH]cc(C(=O)CN3CCN(c4ccccc4F)CC3)c2c1	6%	?	-17%
c1ccc2sc(Sc3ncnc4sccc34)nc2c1	5%	5.8µM*	2.9µM*
O=C(CSc1nc2[nH]c(=O)cc(O)c2s1)Nc1ccc(Br)cc1	-4%	-20%	20%
Cn1nc(C(=O)N2CCN(c3ccc(Cl)cc3)CC2)c2c1-c1ccccc1SC2	0%	?	?
CCC1(C2C=COC=C2)NC(=O)NC1=O (stereo not given)	·	1%	1%
